HT1080NT lethal = qHTS for induction of synthetic lethality in tumor cells producing 2HG: qHTS for the HT-1080-NT fibrosarcoma cell line; HT-1080-NT fibrosarcoma viability, CellTiter-Glo ATP luminescence, 48 h; Potency, µM (series often up to 46.1 µM), for inactives: at the top dose activity, negative = less viability, usual class: cytotoxic; 360,000 tested, 1.6% active; AID 686970, 2013;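 further: NT is the 2HG producing partner of a matched IDH1 knockdown line; potency means the concentration at half of the fitted maximal effect; 0% = DMSO-treated cells and -100% = media-only wells without cells; nearly all actives have a fitted effect of over 55% in size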
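750 cells/well, RPMI + 5% FBS; 2 h settle, compound pin-transfer, 48 h at 37 degrees C. CellTiter-Glo 10 min RT, luminescence. Normalized to DMSO and media-only wells.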
IL-1B inflam inh = qHTS for Inhibitors of Inflammasome Signaling: IL-1-beta AlphaLISA Primary Screen; activity change, % at 57.5 µM; 360,000 tested, 4.7% active; THP-1 LPS/ATP IL-1B secretion, AlphaLISA, 16 h; hits give low values; in the data active means activity change below about -50%; inconclusive means mostly about -30% to -49%; further: on the % scale 0 is the no-effect control and ±100 the full control effect
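THP-1 cells pretreated 1 hr with compounds (up to 57.5 uM final), then stimulated with LPS (250 ng/mL final) plus ATP (1.25 mM final); secreted IL-1B measured by AlphaLISA after 16 hr, decreased signal indicating inhibition.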
DRD3 agonist = qHTS of D3 Dopamine Receptor Agonist: qHTS | D(3) dopamine receptor (Homo sapiens), P35462 | D3R DiscoveRx beta-arrestin cells, luminescence, 90 min | max activation, % | 410,000 tested, 0.58% active | AID 652048, 2013; in the data active means max activation above about 30%; further: 0% is about no effect; mostly tested at two doses, the higher about 12 µM
Target sequence (P35462 whole entry, looked up): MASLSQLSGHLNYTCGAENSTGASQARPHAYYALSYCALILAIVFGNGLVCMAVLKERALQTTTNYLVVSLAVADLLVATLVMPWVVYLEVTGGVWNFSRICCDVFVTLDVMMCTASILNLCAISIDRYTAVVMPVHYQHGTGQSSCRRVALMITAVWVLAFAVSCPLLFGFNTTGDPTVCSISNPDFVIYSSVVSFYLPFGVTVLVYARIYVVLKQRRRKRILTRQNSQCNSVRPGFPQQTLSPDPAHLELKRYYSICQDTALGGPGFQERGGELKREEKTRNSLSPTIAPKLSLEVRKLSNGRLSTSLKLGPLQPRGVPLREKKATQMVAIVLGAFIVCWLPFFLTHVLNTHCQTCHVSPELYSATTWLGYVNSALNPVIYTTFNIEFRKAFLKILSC
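Agonist mode: compounds and dopamine controls were applied to plated cells for 90 min at 37 degrees C after an overnight attachment at 1500 cells/well. Luminescent read-out followed 30 - 60 minutes at room temperature with DiscoveRx detection reagent.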
DRD3 antagonist = qHTS of D3 Dopamine Receptor Antagonist: qHTS. D(3) dopamine receptor (Homo sapiens), P35462. D3R cells, DiscoveRx beta-arrestin luminescence, antagonist mode; hits give low values. max response, negative = inhibition, %. 360,000 tested, 2.5% active. AID 652054, 2013; in the data active means max response below about -50%; inconclusive means no clear call, values can overlap the other calls; further: on the % scale 0 is the no-effect control and ±100 the full control effect; mostly tested at two doses, the higher about 12 µM
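Cells expressing the human receptor were seeded at 1500 cells/well, incubated overnight at 37 degrees C in 5% CO2, then exposed to library compounds with dopamine controls for 90 minutes at 37 degrees C before luminescent detection.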
GLP1R ag = qHTS of GLP-1 Receptor Agonists | HEK293 GLP-1R CRE-luciferase, luminescence, 4-6 h; cells express a hypersensitive GLP-1R form | Potency, µM (top dose mostly 45.6 µM), without a hit: top-dose activation, hits mostly activators | 380,000 tested, 0.007% active; further: potency means the concentration at half of the fitted maximal effect; % of control where 0% means no effect
Target sequence (P43220 whole entry, looked up): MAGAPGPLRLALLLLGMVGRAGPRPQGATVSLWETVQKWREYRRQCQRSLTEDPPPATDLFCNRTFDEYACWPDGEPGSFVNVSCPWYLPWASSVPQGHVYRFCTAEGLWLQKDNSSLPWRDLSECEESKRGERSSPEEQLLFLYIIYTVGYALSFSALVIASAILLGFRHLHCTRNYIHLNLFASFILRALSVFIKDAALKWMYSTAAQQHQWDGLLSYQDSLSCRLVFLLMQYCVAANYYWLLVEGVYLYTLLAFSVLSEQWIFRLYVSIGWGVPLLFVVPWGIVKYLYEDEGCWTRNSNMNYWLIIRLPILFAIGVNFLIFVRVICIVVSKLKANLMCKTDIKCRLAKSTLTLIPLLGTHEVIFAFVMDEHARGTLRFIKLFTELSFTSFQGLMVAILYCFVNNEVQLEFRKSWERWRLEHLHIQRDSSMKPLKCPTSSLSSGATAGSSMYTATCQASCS
HT1080 IDH1KD tx = qHTS for induction of synthetic lethality in tumor cells producing 2HG: qHTS for the HT-1080-IDH1KD cell line | AID 686971, 2013 | Potency, µM (series often up to 46.1 µM), inactives show top-dose activity, negative = toxicity, usual class: cytotoxic | HT-1080 IDH1 knockdown viability, ATP luminescence, 48 h | 360,000 tested, 2% active;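 further: potency means the concentration at half of the fitted maximal effect; 0% = DMSO wells and -100% = cell-free medium wells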
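IDH1KD HT-1080 cells, 750/well, RPMI + 5% FBS; compound pinned after 2 h settling; 48 h, 37 °C; CellTiter-Glo luminescence; % activity normalised to DMSO and no-cell wells; curves fitted, classed by r2 and efficacy.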
KB-V1 cytotox = qHTS assay for MDR1-selective chemotherapeutics: Primary screen using the drug-selected MDR subline cells KB-V1 | Potency, µM (doses to about 46.1 µM), without a hit: top-dose activity change, negative = cytotoxicity, usual class: cytotoxic | 400,000 tested, 3.4% active | KB-V1 MDR cells viability, CellTiter-Glo, 72 h; further: potency means the concentration at half of the fitted maximal effect; on the % scale 0 is the no-effect control and ±100 the full control effect; nearly all actives have a fitted effect of over 60% in size
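qHTS viability screen in drug-selected KB-V1 MDR cells: 72 h compound treatment at 37 degrees C, ATP luminescence end point.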
KB-3-1 tox = qHTS assay for MDR1-selective chemotherapeutics: Primary screen using the parental adenocarcinoma cell KB-3-1 | 400,000 tested, 1.4% active | AID 1347075, 2019 | Potency, µM (series often up to 46.1 µM), inactives show at the top dose activity change, negative = cytotoxic, hits mostly cytotoxic | KB-3-1 viability, CellTiter-Glo ATP luminescence, 72 h; further: potency means the concentration at half of the fitted maximal effect; on the % scale 0 is the no-effect control and ±100 the full control effect; nearly all actives have a fitted effect of over 60% in size
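Using CellTiter-Glo luminescence, growth of non-resistant KB-3-1 adenocarcinoma cells is assessed 72 h after pin-tool compound addition at 37 °C. Normalized responses across the concentration series yield fitted curves.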
SW480 rerep = A quantitative high throughput screen for small molecules that induce DNA re-replication in SW480 colon adenocarcinoma cells; SW480 DNA re-replication, Hoechst DNA content imaging, 48 h; Potency, µM (top dose mostly 46.1 µM), for inactives: at the highest dose re-replication activation, actives largely listed as activators; 340,000 tested, 1.8% active; AID 624297, 2012; further: potency means the concentration at half of the fitted maximal effect; % of control where 0% means no effect; nearly all actives have a fitted effect of over 55% in size
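SW480 cells exposed to compounds for 48 hr at 37 C, 5% CO2, then Hoechst-stained 40 min. Nuclear DNA content imaged by fluorescence scanning (405 nm excitation, 500-530 nm emission); re-replication scored as increased high-intensity nuclei.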
* hit, by the source's call; i = inactive; ? = inconclusive; . = no result given; & = joins results of further samples; [ ] = remark or other dose. Unless noted, the call rests on the fitted dose curve; in most records, active means well fitted curve in the direction sought with a large enough effect; inconclusive means small, poorly fitted or top-dose-only effect, or another doubt; inactive means no such curve, though single readings can be large; an effect the other way counts as inactive or inconclusive.

SMILES	HT1080NT lethal	IL-1B inflam inh	DRD3 agonist	DRD3 antagonist	GLP1R ag	HT1080 IDH1KD tx	KB-V1 cytotox	KB-3-1 tox	SW480 rerep
CCOC(=O)N1CCN(S(=O)(=O)N2CCCC(C(=O)NCCCN3CCCCC3CC)C2)CC1 (configuration not stated)	9%	13	3	21	0%	16%	?	16%	-3%
CCn1c(CNC(=O)COc2ccc(C(C)C)cc2)nnc1SCC(=O)Nc1ccc(F)cc1	?	?	15	4	4%	?	-8%	-4%	-3%
Cc1ccc(N2C(=O)CC(Sc3nc4ccccc4o3)C2=O)cc1Cl (configuration not stated)	0%	-3	3	-11	-13%	0%	3%	?	?
COc1cc2nc(Cl)nc(NCCO)c2cc1OC	2%	-5	-1	-5	-1%	0%	-2%	6%	-6%
CC(OC(=O)CCNS(=O)(=O)c1ccc(Cl)cc1)C(=O)N(C)Cc1ccccc1 (configuration not stated)	1%	9	-8	3	9%	0%	-27%	-2%	.
Cc1ccc(C(=O)CSc2nc3ccccc3o2)cc1	3%	-54*	-3	7	5%	?	2%	-5%	0%
O=C(Nc1ccccc1)/C(=C/c1ccc(O)cc1)NC(=O)c1ccco1	10%	-7	1	7	7%	6%	15%	0%	-1%
CCOC(=O)c1c(NC(NC(=O)C(C)C)C(Cl)(Cl)Cl)sc2c1CCC2 (configuration not stated)	-10%	1	5	-3	-4%	-18%	23µM*	?	?
CCOC(=O)c1c(C)[nH]c(C(=O)COC(=O)CNC(=O)C2CCCCC2)c1C	-2%	19	-2	-13	0%	-1%	?	-14%	-6%
Cc1ccc2cc(CN(CCCN(C)C)C(=O)NCc3ccccc3)c(=O)[nH]c2c1C	-3%	?	-2	-9	-14%	-1%	3%	-7%	3%
CN(CC(=O)Nc1ccc(F)c(Cl)c1)S(=O)(=O)c1cccc2nsnc12	-5%	-22	-1	2	6%	-30%	0%	-19%	-8%
Cc1ccc2nc(N(CCCN(C)C)C(=O)CCc3ccccc3)sc2c1	15µM*	.	-25	?	9%	16µM*	-3%	-20%	?
CCN(CC)C(=O)Cn1cc(C(=O)C(=O)NCCCN2CCOCC2)c2ccccc21	2%	-4	-2	-13	-5%	-1%	-6%	5%	-6%
O=C(Nc1ccc(-c2cn3c(n2)SCC3)cc1)c1ccco1	1%	6	-13	4	18%	7%	0%	4%	-10%
CN(C)c1c2ccccc2nc2c(F)c(F)c(F)c(F)c12	-2%	-96*	2	31	18%	-3%	20%	-22%	?
O=C(CN1CCOc2ccccc21)NC1CCCCCCC1	-8%	2	-2	20	25%	-1%	?	-11%	-5%
Cc1ccc(S(=O)(=O)N(C)CC(=O)OCC(=O)c2c(N)n(C)c(=O)n(C)c2=O)cc1	-7%	68	-2	10	14%	-5%	-11%	25%	-6%
CCOc1ccc(-n2c(SCC(=O)Nc3ccccc3C)n[nH]c2=O)cc1	-2%[9.24 µM]	-11	-1	13	-11%	-2%	-6%	-5%	1%
COc1ccccc1NC(=O)CCC(=O)c1ccc(-c2ccccc2)cc1	-10%	61	-3	-3	0%	-7%	-2%	0%	?
CCn1cc(C(=O)O)c(=O)c2cnc(N3CCN(C(=S)NC(=O)c4ccc(Br)cc4)CC3)nc21	2%	?	-1	-10	1%	-4%	?	10%	-19%

Record cards (already shown). Order of screens: HT1080NT lethal	IL-1B inflam inh	DRD3 agonist	DRD3 antagonist	GLP1R ag	HT1080 IDH1KD tx	KB-V1 cytotox	KB-3-1 tox	SW480 rerep
Results for CCn1c(CNC(=O)COc2ccc(C(C)C)cc2)nnc1SCC(=O)Nc1ccc(F)cc1 = ?	?	15	4	4%	?	-8%	-4%	-3%
Results for CCOc1ccc(-n2c(SCC(=O)Nc3ccccc3C)n[nH]c2=O)cc1 = -2%[9.24 µM]	-11	-1	13	-11%	-2%	-6%	-5%	1%
Results for COc1ccccc1NC(=O)CCC(=O)c1ccc(-c2ccccc2)cc1 = -10%	61	-3	-3	0%	-7%	-2%	0%	?
Results for O=C(Nc1ccc(-c2cn3c(n2)SCC3)cc1)c1ccco1 = 1%	6	-13	4	18%	7%	0%	4%	-10%
Results for CCN(CC)C(=O)Cn1cc(C(=O)C(=O)NCCCN2CCOCC2)c2ccccc21 = 2%	-4	-2	-13	-5%	-1%	-6%	5%	-6%

Back to the main list, repeating the 4 entries before the break.
SMILES	HT1080NT lethal	IL-1B inflam inh	DRD3 agonist	DRD3 antagonist	GLP1R ag	HT1080 IDH1KD tx	KB-V1 cytotox	KB-3-1 tox	SW480 rerep
Cc1ccc(S(=O)(=O)N(C)CC(=O)OCC(=O)c2c(N)n(C)c(=O)n(C)c2=O)cc1	-7%	68	-2	10	14%	-5%	-11%	25%	-6%
CCOc1ccc(-n2c(SCC(=O)Nc3ccccc3C)n[nH]c2=O)cc1	-2%[9.24 µM]	-11	-1	13	-11%	-2%	-6%	-5%	1%
COc1ccccc1NC(=O)CCC(=O)c1ccc(-c2ccccc2)cc1	-10%	61	-3	-3	0%	-7%	-2%	0%	?
CCn1cc(C(=O)O)c(=O)c2cnc(N3CCN(C(=S)NC(=O)c4ccc(Br)cc4)CC3)nc21	2%	?	-1	-10	1%	-4%	?	10%	-19%
Cc1cc(NC(=O)c2ccc([N+](=O)[O-])cc2)no1	25%	-19	4	4	-9%	26%	?	16%	5%
O=C(C=Cc1ccc2c(c1)OCO2)C=Cc1ccc2c(c1)OCO2	7%	-18	2	-2	1%	11%	?	0%	.
CC1=C(C(=O)OC2CCCCCC2)C(c2c(F)cccc2Cl)CC(=O)N1 (configuration not stated)	.	.	4	.	-4%	.	-18%	-12%	.
CCOC(=O)C1=C(C)NC(=S)N(C(C)=O)C1c1ccc(Cl)cc1 (configuration not stated)	?	-15	-7	?	-5%	13µM*	-6%	9%	-1%
CC(=NNC(=O)c1cccc(S(=O)(=O)N2CCCC2)c1)c1ccccc1	0%	4	-11	-5	-27%	0%	-72%	5%	-2%
CCOC(=O)/C(C#N)=C\c1c(C)cc(C)c(COC(C)=O)c1C	11%	-6	-5	13	-1%	10%	7%	15%	2%
O=C(COc1ccc([N+](=O)[O-])cc1)NNC(=O)C1COc2ccccc2O1 (configuration not stated)	4%	15	-3	-8	2%	7%	1%	-16%	.
COc1ccc(-n2c(=O)cc(N3CCN(Cc4ccccc4)CC3)[nH]c2=O)cc1	1%	2	-3	0	-2%	-1%	?	-4%	-21%
COc1ccc(CCC(=O)OCC(=O)Nc2sccc2C(N)=O)cc1OC	-10%[9.24 µM]	16	15	0	14%	-12%	23%	-1%	-9%
CCN(c1ccc(OC)cc1)S(=O)(=O)c1nnc(NC(=O)COc2ccc(F)cc2)s1	-5%	11	0&2	-25	-5%	-1%	16%	10%	-6%
Clc1cccc(-c2ccc(C=Nc3ccc(N4CCOCC4)cc3)o2)c1Cl	7%	-2	11	22	-2%	-7%	4%	-10%	?
Cc1ccccc1CC1(CO)CCCN(C(=O)c2cccc(Cl)c2)C1 (configuration not stated)	10%	-11	3	44	0%	-1%	?	-11%	-2%
COc1ccc(CC(=O)OCC(=O)Nc2cccc(C(C)=O)c2)cc1OC	-5%	20	-5	11	6%	-9%	6%	-3%	?
COCCNC(=O)C1(C)CCN(C(=O)/C=C/c2ccccc2)C1 (configuration not stated)	14%	1	-4	0	-1%	16%	4%	0%	.
Cc1ccc(CNC(=O)c2cc3cc(Br)ccc3oc2=N)cc1	0%	-3	-2	12	-5%	10%	0%	3%	-5%
Cc1c(C(=O)Nc2ccc(F)cc2)c2ccccn2c1CCc1ccncc1	-20%	-52*	3	9	29%	-4%	?	-14%	-13%
c1csc(-c2nc(-c3ccc(-c4ccon4)s3)no2)c1	4%	-13	0	5	-5%	-3%	0%	-3%	-18%
COc1ccc(OC)c(/C=C2\SC(=S)N(C(C(=O)O)c3ccccc3)C2=O)c1 (configuration not stated)	-10%	18	2	23	-2%	0%	-1%	4%	0%
COCCNC(=O)C(c1ccc(C)cc1)N(CCOC)C(=O)CCC(=O)Nc1ccccn1 (configuration not stated)	0%	24	9	14	0%	4%	-9%	3%	0%
N#CC1=C(N)Oc2n[nH]c(-c3ccccc3)c2C1c1cccnc1 (configuration not stated)	0%	0	-4	?	-6%	1%	6%	17%	-2%
O=C(Nc1nnc(-c2ccc3c(c2)CCCC3)o1)c1c(F)cccc1F	-14%	3	0	-6	0%	-24%	?	-7%	-8%
Cc1ccc(/C=C/C(=O)NC2CCS(=O)(=O)C2)cc1 (configuration not stated)	3%	-5	2	5	0%	0%	7%	12%	i[1.84 µM]
CC(=O)N1CCN(CCN(CC2C(C)C=C(C)CC2C)C(C)=O)CC1 (configuration not stated)	4%	1	1	15	-9%	3%	0%	11%	3%
O=C(NC(c1ccc(F)cc1)c1ccc2ccccc2n1)C1CCN(CCOc2ccc(Cl)cc2)CC1 (configuration not stated)	?	-27	-24	-118*	-6%	21µM*	?	?	.
CCSC1(SCC)N=C(N)C2(C#N)C(c3ccccc3)NC(C)=CC12C#N (configuration not stated)	-2%	10	6	?	-11%	-2%	?	-5%	-6%
Clc1ccc(COn2c(-c3ccccc3)nc3ccccc32)cc1	-5%	?	1	-11	5%	0%	?	?	?
